Screens deposited in PubChem BioAssay by Broad Institute.
SR-BI DiI-HDL act: SR-BI HDL lipid transfer activation; CHO ldlA[mSR-BI] cells, DiI-HDL uptake fluorescence, 3 h; 100 = double the neutral-control signal; activation, % at 12.5 µM; 320,000 tested, 0.096% active;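 active means mean replicate activation of at least 60% and every replicate at or above 60%; inconclusive means mean or all-replicate condition met, but not both; inactive means mean below 60% and not all replicates reaching 60%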;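 further: 0% = median plate neutral-control signal and 100% = twice that signal; values of inactives mirror those of a sister screen read the other way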
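Material – SR-BI-overexpressing, LDLR-lacking CHO cells · Medium – BSA-supplemented, HEPES-buffered Ham's F12, pH 7.4 · Doses – single concentration · Times – compound with DiI-HDL co-incubation, 3 h at 37 °C · Measured by – bottom-read fluorescence, 550/595 nm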
CAL PDZ FP-1: blocks peptide binding to the human CAL PDZ domain. 300,000 tested, 0.92% active. Q9HD26. AID 602252. inhibition, % at 24.9 µM. purified CAL PDZ, TMR-peptide fluorescence polarization, 1 h;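 active means mean inhibition of at least 30% with at least half of replicates also reaching 30%; inconclusive means no clear call, values can overlap the other calls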;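 further: 0% = DMSO neutral control and 100% = excess unlabeled competitor peptide PRC23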
NSD2 HMT inh: NSD2 (human) methyltransferase inhibition; O96028; NSD2 peptide methylation, AlphaScreen, 120 min; inhibition, % at 12.5 µM; 310,000 tested, 0.54% active; AID 743445; in the data active means inhibition above about 50%
Rtt109 Vps75: C. albicans Rtt109 histone acetyltransferase inhibition. Q5AAJ8. purified Rtt109/Vps75, ThioGlo CoA-SH fluorescence, 4 h. inhibition, % at 34.9 µM. 330,000 tested, 0.16% active. AID 540336;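 active means inhibition of at least 50% in every replicate; inconclusive means best replicate reaches 50% inhibition but some replicates fall short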
PvdQ acylase: P. aeruginosa PvdQ acylase inhibition. purified PvdQ acylase, fluorescence plate reader. inhibition, % at 10 µM. 340,000 tested, 0.063% active. AID 488965; in the data active means inhibition above about 30%, passing the limit was not always enough; inconclusive means no clear call, values can overlap the other calls;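 further: 0% = vehicle neutral wells and 100% = reference inhibitor wells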
CAL PDZ FP-2: blocks peptide binding to human CAL PDZ domain | AID 504414 | inhibition, % at 20 µM | purified CAL PDZ, TMR-peptide fluorescence polarization, 1 h | 330,000 tested, 0.02% active | Q9HD26;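 active means highest replicate inhibition of at least 40%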;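 further: plate controls were DMSO neutral control wells for no effect and unlabeled competitor peptide control wells for full effect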
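material = purified tagged CAL PDZ domain construct (CerCALP) | buffer or medium = sodium phosphate/NaCl buffer pH 7.4 with TCEP, IgG, Thesit | reagent = TMR-labelled reporter peptide T*-PRC34 bound in PDZ groove | incubation = 1 h room-temperature incubation prior to read | measured by = fluorescence polarization (mP) | evaluation = percent inhibition from loss of millipolarization | control set = unlabelled peptide and DMSO controls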
MITF TRPM1 HTS: MITF TRPM1 promoter activation in melanoma cells. SK-MEL-5 TRPM1-promoter luciferase, 24 h; % of positive control, neutral wells = 0. activation, % at 12.5 µM. 300,000 tested, 0.75% active. AID 588334;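 active means mean activation of at least 80% with every replicate also reaching 80%; inconclusive means mean reaches 80% but some replicate falls short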;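 further: 0% = neutral control wells and 100% = parthenolide positive control wells; values of inactives mirror those of a sister screen read the other way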
SR-BI DiI inh: inhibitors of mouse SR-BI mediated HDL lipid uptake. Q61009. ldlA[mSR-BI] CHO cells, DiI-HDL uptake fluorescence, 3 h. inhibition, % at 12.5 µM. 320,000 tested, 0.96% active. AID 488896;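 active means mean replicate inhibition of at least 70% and a set share of replicates each scoring 70 or more; inconclusive means meets just one of the two criteria; inactive means fails both criteria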;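 further: 0% = median of neutral control wells and 100% = median of positive control wells; values of inactives mirror those of a sister screen read the other way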
Target sequence (Q61009 whole entry, looked up): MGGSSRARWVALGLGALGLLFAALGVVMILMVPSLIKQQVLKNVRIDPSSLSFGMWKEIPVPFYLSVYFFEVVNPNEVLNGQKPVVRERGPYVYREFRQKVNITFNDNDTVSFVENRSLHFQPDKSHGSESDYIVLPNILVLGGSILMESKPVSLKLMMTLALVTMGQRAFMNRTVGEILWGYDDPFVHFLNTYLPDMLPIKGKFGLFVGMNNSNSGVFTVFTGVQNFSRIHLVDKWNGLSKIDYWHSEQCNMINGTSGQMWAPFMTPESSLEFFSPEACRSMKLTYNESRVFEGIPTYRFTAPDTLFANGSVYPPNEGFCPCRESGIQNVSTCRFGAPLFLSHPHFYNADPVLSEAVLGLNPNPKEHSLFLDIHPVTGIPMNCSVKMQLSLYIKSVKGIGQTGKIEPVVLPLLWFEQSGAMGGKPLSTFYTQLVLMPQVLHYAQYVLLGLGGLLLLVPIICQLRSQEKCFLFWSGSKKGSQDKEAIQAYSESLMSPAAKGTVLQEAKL
PfHsp90 yeast 2: growth inhibition of yeast expressing Plasmodium Hsp90. S. cerevisiae expressing PfHsp90, BacTiter-Glo ATP, 48 h; yeast lacking PDR1 and PDR3 efflux regulators. inhibition, % at 9.4 µM. 310,000 tested, 0.32% active. AID 504621;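 active means every replicate shows inhibition above about 80%, whatever the replicate mean, limit read from the data; inconclusive means mean inhibition reaches the set limit but some replicate falls short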;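 further: 0% = DMSO neutral controls and 100% = 20 µM radicicol positive controls; yeast relying on Plasmodium falciparum Hsp90 in place of its own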
dFosB act: enhances mouse delta FosB homodimer DNA binding. activation, % at 25 µM. 340,000 tested, 0.99% active. AID 493131. purified delta FosB, TAMRA-CDK5 oligo fluorescence polarization; percent of positive-control signal above neutral wells;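 active means mean activation above about 17%, with every replicate also reaching it, limit read from the data, passing the limit was not always enough; inconclusive means only one of the two conditions met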;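 further: fluorescence polarization rise as delta FosB binds a TAMRA Cdk5 AP-1 oligo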
Target sequence (P13346 whole entry, looked up): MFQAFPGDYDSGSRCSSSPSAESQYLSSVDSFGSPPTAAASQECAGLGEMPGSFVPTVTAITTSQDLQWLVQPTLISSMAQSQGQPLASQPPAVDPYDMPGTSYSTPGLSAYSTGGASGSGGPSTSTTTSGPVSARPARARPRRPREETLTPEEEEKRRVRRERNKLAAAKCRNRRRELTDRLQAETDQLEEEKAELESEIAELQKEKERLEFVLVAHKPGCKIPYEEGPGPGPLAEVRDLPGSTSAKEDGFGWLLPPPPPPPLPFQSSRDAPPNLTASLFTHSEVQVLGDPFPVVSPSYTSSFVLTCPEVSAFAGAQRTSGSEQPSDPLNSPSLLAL
Starred values were filed as active, the others as inactive; ? = inconclusive; nt = not tested or not shown.

mol	SR-BI DiI-HDL act	CAL PDZ FP-1	NSD2 HMT inh	Rtt109 Vps75	PvdQ acylase	CAL PDZ FP-2	MITF TRPM1 HTS	SR-BI DiI inh	PfHsp90 yeast 2	dFosB act
Cc1nc(SCC(=O)N2CCOCC2)c2c3c(sc2n1)CCC3	-24.7	0.0	2.0	4.2	-5.8	-0.8	0.6	24.7	37.7	-2.5
CCOc1ccccc1NC(=O)CCCNC(=O)Cn1cnc2sc(C)c(C)c2c1=O	-72.4	-3.6	-2.8	1.8	-10.2	-0.4	-7.1	72.4*	-6.5	-13.2
CN(C)S(=O)(=O)n1cc(/C=C(\NC(=O)c2ccccc2F)C(=O)NCCCn2ccnc2)c2ccccc21	12.3	-5.8	nt	10.9	-1.9	-2.4	-2.6	-12.3	8.4	-6.9
O=c1c2ccccc2n2c(-c3cccc(Cl)c3)nnc2n1Cc1ccccc1	13.5	-2.1	-1.2	1.7	-20.1	-0.3	4.2	-13.4	-13.6	-0.6
Cc1ccc(C)c(S(=O)(=O)N(C)c2ccc(OC(=O)C3CCN(C(=O)Nc4ccccc4)CC3)cc2)c1	-16.0	nt	1.6	-10.9	-12.0	-1.1	3.3	16.0	0.6	-8.4
COc1cc(C(=O)NCc2cc3cc(Cl)ccc3n2C)cc(OC)c1OC	-17.7	-3.4	-3.1	-2.2	-16.3	0.5	nt	17.7	-15.5	-8.9
O=C1CCCCCN1CP(=O)(O)CCc1ccccc1	7.0	9.3	-1.4	-1.9	2.8	0.1	0.0	-7.0	4.7	-1.0
Cc1noc(C)c1NC(=O)Nc1ccc2c(c1)C(=O)N([C@H](C)CO)C[C@H](C)[C@@H](CN(C)C(=O)Nc1ccc(C(F)(F)F)cc1)O2	-40.6	-4.7	nt	16.8	16.9	-0.1	-7.0	40.6	11.1	-5.7
CCOc1c(Cl)cc(CNc2ccc(N3CCCC3)cc2)cc1OC	-53.9	0.5	3.7	2.1	-17.3	0.1	-2.7	53.9	-1.5	-8.5
CCC(=O)N1CCC(C(N)=O)(N2CCCCC2)CC1	38.0	-6.7	-4.6	-4.4	-12.3	nt	2.7	-38.0	8.8	2.9
O=C(Nc1nc(-c2ccccc2)cs1)C1CCCO1 (stereo unspecified)	-1.9	-3.9	8.2	-5.4	-2.2	-3.1	64.2	1.9	6.7	-5.4
O=C(O)c1cccc(N2C(=O)/C(=C/c3ccc(SCc4ccc(Cl)cc4)o3)SC2=S)c1	1.9	-3.6	112.1*	3.1	-1.3	-2.0	8.2	-1.9	-9.1	2.8
CCC(C(=O)NC(C)(C)C)N(Cc1ccco1)C(=O)CNS(=O)(=O)c1ccc(OC)cc1 (stereo unspecified)	6.8	-5.7	-2.8	-10.9	-11.3	-1.9	0.4	-6.8	-1.7	-9.9
O=S(=O)(Nc1cccnc1)c1ccc(Cl)cc1	7.3	-1.3	-1.7	-1.8	13.4	-2.1	nt	-7.3	nt	0.0
CCOC(=O)CSc1nnc(CNC(=O)Cc2ccccc2)n1C	22.4	-4.0	-0.7	8.0	4.2	-0.3	-4.4	-22.4	nt	1.3
O=C(/C=C/c1c(Cl)nc2ccccn12)Nc1ccc(F)cc1	-43.4	nt	-1.2	-6.4	8.0	-2.8	12.5	43.4	8.4	-4.3
CCOC(=O)C1C(=O)CC(C)(O)C(C(=O)OCC)C1c1ccc(Br)cc1 (stereo unspecified)	4.8	-4.1	-0.7	5.7	-1.3	-1.0	-9.1	-4.8	-8.9	-1.9
OC(CCCN1CCCCC1)(c1ccccc1)c1ccccc1	8.5	-3.7	nt	4.4	-8.7	-0.4	-0.9	-6.6	14.5	-3.2
Cn1cccc1C(=S)N1CCOCC1	11.2	0.2	27.4	-6.0	-18.1	0.4	6.0	-11.2	12.3	0.2
Cc1ccnc2nc(C(=O)Nc3nnc(-c4ccc(Cl)cc4)o3)nn12	8.7	-0.8	-0.6	0.1	-9.4	0.0	13.8	-8.7	-5.7	-4.6
CCN(C(=O)COC(=O)c1cc(-c2ccccc2)nc2c1c(C)nn2-c1ccc(C)cc1)C1CCS(=O)(=O)C1 (stereo unspecified)	-54.6	-7.6	-2.5	-7.5	6.6	-3.0	-0.3	54.6	-19.6	-4.9
Cc1ccc2cc(C#N)c(N3CCCN(S(=O)(=O)c4ccccc4)CC3)nc2c1C	35.3	-3.0	-2.3	-2.1	-5.3	nt	6.6	-35.3	8.7	-10.0
CCN(CC(=O)NC1CCS(=O)(=O)C1)Cc1nc2c(Br)cc(Br)cc2c(=O)[nH]1 (stereo unspecified)	8.6	-8.2	1.8	nt	5.1	-0.6	-1.3	-8.6	-17.5	-3.8
OCc1cn(-c2ccccc2)nn1	-5.7	2.1	19.2	nt	7.3	-1.2	3.9	5.7	-4.3	1.9
CCOc1ccc(OCCCC(=O)N2CCN(S(=O)(=O)c3ccccc3C#N)CC2)cc1	-5.9	nt	-8.8	0.2	3.5	-0.8	3.3	5.9	-0.7	-4.9
COCCNC(=S)Nc1cc(OC)c(NC(=O)c2ccco2)cc1OC	-21.4	-3.5	-0.8	-9.0	-4.0	-0.2	-5.6	21.4	26.8	-8.6
Cc1oc(-c2ccc(C(F)(F)F)cc2)nc1CN(Cc1ccccn1)C[C@@H]1CCC(=O)N1	11.6	-3.7	-1.0	11.4	5.2	-2.1	-6.7	-11.6	-11.7	-9.3
Cc1c(NC(=O)CSc2ncnc3ccccc23)c(=O)n(-c2ccccc2)n1C	-3.2	-3.9	-3.2	11.1	7.7	0.3	-15.2	3.2	3.0	-11.5
CC(NC(=O)CSc1nnc(-c2cccc(S(=O)(=O)N3CCCCC3)c2)o1)C12CC3CC(CC(C3)C1)C2 (stereo unspecified)	29.3	-2.1	-1.5	15.2	-10.6	-1.6	-9.2	-29.3	-19.7	-14.3
O=C(Cc1ccccc1F)c1ccc(O)cc1O	14.7	6.1	0.0	-4.2	-9.1	-0.4	18.7	-14.7	-4.3	2.8
COc1ccc(CN2CCC(CNS(=O)(=O)c3cccc(C(F)(F)F)c3)CC2)cc1	nt	-4.1	0.9	2.0	-7.9	-3.0	nt	nt	-43.1	-1.5
Cc1cc(C)n2nc(C(=O)Nc3ccc(S(=O)(=O)N4CCCC4)cc3)nc2n1	20.3	2.9	-5.4	-1.0	-2.7	-0.5	-5.9	-20.3	-30.8	-8.7
CCN(CC)S(=O)(=O)c1ccc(N2CCOCC2)c(NC(=O)C23CC4CC(CC(Cl)(C4)C2)C3)c1	17.5	-0.5	-3.5	5.0	-20.9	-2.1	7.7	-17.5	-15.6	-1.7
O=C(CNC(=O)c1cccnc1)N=Nc1c(O)[nH]c2c(Br)cc(Br)cc12	2.6	0.8	-4.2	6.3	-5.3	3.7	-4.5	-2.6	0.3	2.4
COc1ccc(C(CNC(=O)C2CC(=O)N(Cc3ccc(C)cc3)C2)N(C)C)cc1 (stereo unspecified)	-17.3	-0.7	-2.9	-0.5	-14.6	-0.3	nt	17.3	nt	-3.2
CN(CC(=O)Nc1ccccc1Br)C(=O)c1ccccc1Sc1ccccc1C#N	-37.6	-3.3	-0.9	0.0	-5.0	-1.1	-11.5	37.6	16.0	-8.3
Cc1ccc(C)c(S(=O)(=O)Nc2nc3ccc(S(N)(=O)=O)cc3s2)c1	-9.3	-8.1	0.5	-0.7	-9.2	-1.5	8.8	9.3	16.0	-10.1
CCOC(=O)CC(NC(=O)c1ccc(C)cc1)c1ccc(C)cc1 (stereo unspecified)	-9.8	-1.4	-3.9	4.3	1.1	-3.4	nt	9.8	nt	-1.5
CC1Cc2ccccc2N1C(=O)COc1nc2ccccc2nc1N1CCOCC1 (stereo unspecified)	-14.1	-2.3	0.1	-2.7	-9.0	-2.7	-4.4	14.1	nt	-5.9
COc1ccc(S(=O)(=O)NCc2ccc(C(=O)NCCCN3CC(C)CC(C)C3)cc2)cc1 (stereo unspecified)	-7.3	-1.7	2.4	2.0	-18.3	-2.1	8.0	7.3	1.6	-3.9
CCOC(=O)c1cccc(NC(=O)c2ccc(F)cc2F)c1	-16.8	-6.0	nt	2.0	-1.1	-0.7	?	16.8	-0.3	0.9
COC(=O)C1=C(C)NC(=O)NC1c1cccc(OC)c1OCc1ccccc1 (stereo unspecified)	9.7	-0.9	0.0	-2.4	3.8	0.1	-1.3	-9.7	-1.1	-7.4
c1ccc(Cn2nnc(-c3ccccc3)n2)cc1	18.8	-4.5	1.2	-3.0	-7.1	-0.6	48.5	-18.8	2.0	-0.3
CCc1cc(=O)oc2cc(C)cc(OCC(=O)N[C@@H](CSCc3ccccc3)C(=O)O)c12	24.2	-2.5	nt	4.8	-12.0	-1.0	-9.1	-24.2	-1.0	-13.9
CCCCOC(=O)Nc1ccc(S(=O)(=O)Nc2nccs2)cc1	23.2	-3.7	8.4	-1.1	-9.5	-0.9	2.1	-23.2	8.6	0.9
Cc1noc(C)c1COc1ncnc2ccccc12	21.7	nt	3.1	5.6	8.0	-0.1	-4.2	-21.7	10.1	3.9
COc1ccc(NS(=O)(=O)c2ccc(C)c(NC(=O)C3CCCO3)c2)cc1 (stereo unspecified)	6.0	14.9	2.7	-3.2	-7.1	-1.2	11.2	-6.0	1.0	-4.6
